PMI act satM6P: human PMI activators, high substrate, primary screen, biochemical, fluorescence intensity, near-saturating mannose 6-phosphate. Mannose-6-phosphate isomerase (Homo sapiens), P34949. coupled PMI enzyme assay, resazurin fluorescence, 20 min; active compounds read high; 1 = untreated enzyme, 0 = substrate-free blank. activation factor at 20 µM. 0.34% of 190,000 active. AID 1216, 2008;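 active means activation factor of 2 or more at 20 µM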
Target sequence (P34949 whole entry, looked up): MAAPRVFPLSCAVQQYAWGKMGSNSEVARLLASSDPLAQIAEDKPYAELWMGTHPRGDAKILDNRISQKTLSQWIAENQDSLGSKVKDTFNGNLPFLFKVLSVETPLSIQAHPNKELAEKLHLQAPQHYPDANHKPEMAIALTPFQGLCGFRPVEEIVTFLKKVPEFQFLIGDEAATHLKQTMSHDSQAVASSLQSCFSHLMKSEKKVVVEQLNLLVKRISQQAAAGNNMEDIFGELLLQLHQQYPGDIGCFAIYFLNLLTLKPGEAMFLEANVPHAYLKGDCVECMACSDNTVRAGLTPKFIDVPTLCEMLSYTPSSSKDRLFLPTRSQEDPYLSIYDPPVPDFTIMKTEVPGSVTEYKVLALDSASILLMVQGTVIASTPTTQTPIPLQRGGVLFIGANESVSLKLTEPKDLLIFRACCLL
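Test system – human PMI in coupled enzyme assay · Timing – 20 min incubation at room temperature · Detection – Diaphorase-driven resazurin-to-resorufin fluorescence, excitation 544, emission 590 nm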
Diaphorase act: compounds boosting diaphorase resazurin reduction – biochemical, uHTS, resorufin fluorescence, counter-screen for diaphorase-coupled primary assays, primary screen; Diaphorase/resazurin coupled assay, 16 min; active compounds read high; 1 = vehicle wells, 0 = NADH-free wells; activation factor at 20 µM; 0.005% of 190,000 active;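 active means diaphorase activity raised at least twofold by the compound at 20 µM; inactive means activation factor below 2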
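System – purified diaphorase enzyme from Clostridium kluyveri · Input – enzyme 0.07 U/mL final · Also added – final NADH 0.114 mM, resazurin 0.1 mM · Measured by – fluorescence of resorufin, 544 nm excitation, 590 nm emission · Timing – 16 min enzyme reaction, ambient temperature · Measure – resorufin increase flagging diaphorase activators or reducers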
PMI act: activators of human PMI, primary screen, biochemical, fluorescence intensity, near-Km mannose 6-phosphate | activation factor at 20 µM | AID 1214, 2008 | 0.005% of 190,000 active | purified human PMI, coupled resazurin fluorescence, 20 min; active compounds read high; 1 = vehicle control, 0 substrate-free wells;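 active means activation factor of 2 or more at 20 µM, relative to plate controls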
RAM network inh: inhibitors of the yeast RAM network, primary screen, dse1pr::URA3 reporter, 5-FOA selection; 1.8% of 190,000 active; inhibition, % at 50 µM; AID 868, 2007; S. cerevisiae dse1pr::URA3 reporter, 5-FOA growth OD615, 2 d; analog-sensitive cbk1-as2 kinase mutant strain;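 active means inhibition above a set limit, 3 SD over mean compound inhibition, cut at about 8.4% in these data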;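 further: 0% = DMSO-only wells with no growth and 100% = 10 µM 1-NA-PP1 full growth; inhibition rescues growth on 5-FOA so higher OD means more RAM inhibition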
Hsp70 activator: Hsp70 transcriptional activators, primary screen, cell-based, HeLa, Hsp70 promoter luciferase, luminescence, 10 µM | HeLa Hsp70 promoter luciferase reporter; scaled: vehicle 0, proteasome-inhibitor control 100% | activation, % at 10 µM | 0.04% of 200,000 active | AID 1203, 2008;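 active means activation above the mean across all tested compounds plus 3 SD, cutoff set per campaign, cut at about 5.5% in these data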;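 further: 100% = MG132 at 30 µM as the positive control and 0% = DMSO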
Redox H2O2 prof: compounds producing H2O2 with reducing agent – biochemical, NIH compound library profiling, artefact control for MLSCN library redox annotation, primary screen; AID 878, 2007; activation, % at 10 µM; DTT-dependent redox cycling H2O2, phenol red/HRP absorbance; 100% = 100 µM peroxide control, 0% = buffer; 0.03% of 200,000 active;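 active means activation of at least 50% relative to the plate's high and low controls in the primary single-dose screen; inactive means activation below 50%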;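 further: compound incubated with DTT at 0.8 mM final as the reducing agent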
Diaph inh CS: diaphorase inhibitors and chemical oxidizers, primary screen, counter-screen for diaphorase-coupled primary assays, biochemical, uHTS, resorufin fluorescence | diaphorase resazurin-to-resorufin fluorescence, NADH, 16 min; bacterial (C. kluyveri) enzyme, not human | inhibition, % at 20 µM | 0.69% of 190,000 active | AID 1217, 2008;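 active means primary screen inhibition at 20 µM above a set limit, cut at about 50% in these data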;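 further: plate controls were DMSO with full reaction for no effect and wells lacking NADH for full effect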
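material = Clostridium kluyveri diaphorase enzyme | amount = 0.14 U/mL diaphorase, enzyme working solution | schedule = incubation 16 min, room temperature | detection = fluorescence of resorufin formed from resazurin, Ex 544/Em 590 nm | benchmarks = positive control minus NADH, DMSO neutral control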
TLR4 MyD88 comp: inhibitors of TLR4-MyD88 association in cells, primary screen, cell-based, HeLa CL3-4, BLA complementation, FRET ratio | HeLa CL3-4 TLR4/MyD88 BLA complementation | inhibition, % at 8.4 µM | 0.18% of 200,000 active | AID 861, 2007; in the data active means inhibition above about 25%;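 further: 0% = vehicle and 100% = reference inhibitor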
G6PDH counter: L. mesenteroides G6PDH inhibitors, counter-screen for G6PDH-coupled screening assays, biochemical, Leuconostoc mesenteroides enzyme | glucose-6-phosphate dehydrogenase [Leuconostoc mesenteroides] | Purified L. mesenteroides G6PDH, diaphorase/resazurin coupled fluorescence, 45 min | inhibition, % at 5 µM | 0.12% of 200,000 active
L major viab: Leishmania major promastigote growth inhibition, primary screen | AID 1063, 2008 | inhibition, % at 10 µM | 9% of 200,000 active | Leishmania major promastigotes, resazurin fluorescence viability;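 further: promastigotes grown with compound for 44 hours at 28 °C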
S1P3 antagonist: S1P3 receptor antagonists, primary screen, cell-based; 0.27% of 170,000 active; CHO S1P3 NFAT-BLA reporter, FRET fluorescence, antagonist mode; inhibition, % at 4.98 µM;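 active means inhibition above the plate cutoff, the mean inhibition of test wells on that plate plus 3 SD, cut at about 28% in these data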;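 further: cells challenged with S1P at its EC80 of 0.8 µM; blue over green emission ratio from cleaved BLA substrate after 4 h stimulation; 0% = S1P-stimulated wells and 100% = unstimulated DMSO-only wells; some compounds past the cut are filed as inactive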
Target sequence (Q99500 whole entry, looked up): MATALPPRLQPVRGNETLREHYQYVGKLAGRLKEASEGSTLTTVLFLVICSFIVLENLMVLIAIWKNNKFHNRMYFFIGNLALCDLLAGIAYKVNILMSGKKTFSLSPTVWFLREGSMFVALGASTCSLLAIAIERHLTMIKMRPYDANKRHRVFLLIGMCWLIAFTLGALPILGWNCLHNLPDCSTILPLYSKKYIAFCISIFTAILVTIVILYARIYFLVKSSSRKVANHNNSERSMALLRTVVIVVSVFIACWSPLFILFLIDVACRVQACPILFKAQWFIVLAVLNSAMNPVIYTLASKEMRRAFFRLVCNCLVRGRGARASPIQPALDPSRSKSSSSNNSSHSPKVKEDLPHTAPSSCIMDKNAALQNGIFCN
Numbers without * were called inactive. Unless noted, no stated cut-off is given here; in the data, active means inhibition above about 50%; inactive means the rest. The order is random. About 12% of those tested had a hit in this group.

What do the screens show for `Fc1ccc(-c2n[nH]c(=S)n2/N=C/c2c[nH]c3ccccc23)cc1`?
PMI act satM6P: 1; Diaphorase act: 0.9; PMI act: 0.9; RAM network inh: 2.7; Hsp70 activator: -0.2; Redox H2O2 prof: -0.1; Diaph inh CS: 5; TLR4 MyD88 comp: -1; G6PDH counter: 8; L major viab: 25; S1P3 antagonist: 0

What do the screens show for `COc1ccc(/C=N/Nc2cc(C)nc(-n3nc(C)cc3C)n2)c(OC)c1`?
PMI act satM6P: 1.1; Diaphorase act: 0.9; PMI act: 1; RAM network inh: -0.8; Hsp70 activator: -0.1; Redox H2O2 prof: 0.4; Diaph inh CS: 6; TLR4 MyD88 comp: 1; G6PDH counter: 5; L major viab: 99*; S1P3 antagonist: 3

Results for COc1cccc(CNC(=O)CC(NC(C)=O)c2ccccc2)c1 (stereo not drawn) ?
PMI act satM6P: 1; Diaphorase act: 0.8; PMI act: 1; RAM network inh: 1.1; Hsp70 activator: -0.2; Redox H2O2 prof: 0.3; Diaph inh CS: 16; TLR4 MyD88 comp: 2; G6PDH counter: 7; L major viab: 1; S1P3 antagonist: -13

How did CCN(c1ccc(NS(=O)(=O)c2cc(Cl)ccc2Cl)cc1)C(C)C do in these assays?
PMI act satM6P: 0.6; Diaphorase act: 0.8; PMI act: 0.9; RAM network inh: 0.3; Hsp70 activator: 0.0; Redox H2O2 prof: -0.4; Diaph inh CS: 20; TLR4 MyD88 comp: 10; G6PDH counter: 13; L major viab: 25; S1P3 antagonist: -4

Results for S=c1[nH]nc(-c2ccc(Br)cc2)n1Cc1ccco1 ?
PMI act satM6P: 0.9; Diaphorase act: 0.8; PMI act: 0.9; RAM network inh: 3.6; Hsp70 activator: -0.3; Redox H2O2 prof: -5.4; Diaph inh CS: 24; TLR4 MyD88 comp: 6; G6PDH counter: -15; L major viab: -7; S1P3 antagonist: 13

Results for CCOc1ccccc1Oc1ccc(C(F)(F)F)cn1 ?
PMI act satM6P: 1; Diaphorase act: 1; PMI act: 1; RAM network inh: 1.4; Hsp70 activator: -0.2; Redox H2O2 prof: 1.9; Diaph inh CS: 4; TLR4 MyD88 comp: -4; G6PDH counter: -4; L major viab: -6; S1P3 antagonist: -49

How did COc1ccc(OC)c(NC(=O)c2cc(S(=O)(=O)NCc3ccco3)ccc2F)c1 do in these assays?
PMI act satM6P: 0.9; Diaphorase act: 0.8; PMI act: 0.9; RAM network inh: 7.4; Hsp70 activator: 0.0; Redox H2O2 prof: -0.5; Diaph inh CS: 17; TLR4 MyD88 comp: 4; G6PDH counter: 2; L major viab: 6

What do the screens show for `COCCNC(=O)CN(c1ccc(OC)c(OC)c1)S(=O)(=O)c1ccc(C)cc1`?
PMI act satM6P: 1.1; Diaphorase act: 0.9; PMI act: 1; RAM network inh: 0.0; Hsp70 activator: -0.5; Redox H2O2 prof: 1.9; Diaph inh CS: 5; TLR4 MyD88 comp: 2; G6PDH counter: 1; L major viab: -5; S1P3 antagonist: -14

What do the screens show for `NC(=NC(=O)c1ccc(Cl)cc1)N1N=CCC1c1ccccc1` (stereo not drawn)?
PMI act satM6P: 1; Diaphorase act: 1.1; PMI act: 1; RAM network inh: -0.1; Hsp70 activator: 0.0; Redox H2O2 prof: -0.4; Diaph inh CS: -7; TLR4 MyD88 comp: 21; G6PDH counter: -5; L major viab: 13; S1P3 antagonist: 0

What do the screens show for `CN1CC(c2ccc(Cl)c(Cl)c2)[C@@]2(COc3ccccc3C2=O)[C@@]12C(=O)Nc1ccccc12` (stereo partly drawn)?
PMI act satM6P: 0.8; Diaphorase act: 0.8; PMI act: 0.8; RAM network inh: 3.2; Hsp70 activator: 0.0; Redox H2O2 prof: 0.7; Diaph inh CS: 19; TLR4 MyD88 comp: 4; G6PDH counter: -29; L major viab: 81*

How did CC1CCCC(C)N1/N=C/c1ccc(Cl)cc1 (stereo not drawn) do in these assays?
PMI act satM6P: 1.1; Diaphorase act: 1; PMI act: 0.9; RAM network inh: 1.5; Hsp70 activator: -0.3; Redox H2O2 prof: 0.0; Diaph inh CS: 1; TLR4 MyD88 comp: 1; G6PDH counter: -5; L major viab: -5

How did O=C(O)CCc1n[nH]c(=S)[nH]c1=O do in these assays?
PMI act satM6P: 0.8; Diaphorase act: 0.9; PMI act: 0.8; RAM network inh: 3.0; Hsp70 activator: -0.3; Redox H2O2 prof: -0.2; Diaph inh CS: 14; TLR4 MyD88 comp: -6; G6PDH counter: 8; L major viab: -9; S1P3 antagonist: 0

Results for O=C(O)c1cccc2c1C(=O)c1ccccc1C2=O ?
PMI act satM6P: 2.5*; Diaphorase act: 1; PMI act: 1.8; RAM network inh: 1.2; Hsp70 activator: -0.3; Redox H2O2 prof: -0.7; Diaph inh CS: 3; TLR4 MyD88 comp: 2; G6PDH counter: 5; L major viab: -2; S1P3 antagonist: -18

Results for CCc1ccc(NC(=S)Nc2cc(C(=O)O)ccc2N2CC3CC(C2)c2cccc(=O)n2C3)cc1 (stereo not drawn) ?
PMI act satM6P: 1; Diaphorase act: 0.9; PMI act: 0.7; RAM network inh: 2.6; Hsp70 activator: 0.1; Redox H2O2 prof: 0.0; Diaph inh CS: 8; TLR4 MyD88 comp: -7; G6PDH counter: 7; L major viab: -10; S1P3 antagonist: 0

How did CCCNC(=S)Nc1ccc(Nc2ccccc2)cc1 do in these assays?
PMI act satM6P: 0.9; Diaphorase act: 0.9; PMI act: 1; RAM network inh: 0.3; Hsp70 activator: -0.1; Redox H2O2 prof: -3.9; Diaph inh CS: 9; TLR4 MyD88 comp: 10; G6PDH counter: 4; L major viab: 1

What do the screens show for `Cc1ccc(Nc2nc(N)nc(CN3CCc4ccccc4C3)n2)cc1`?
PMI act satM6P: 0.9; Diaphorase act: 1; PMI act: 0.9; RAM network inh: 1.5; Hsp70 activator: 0.1; Redox H2O2 prof: 2.7; Diaph inh CS: 3; TLR4 MyD88 comp: 7; G6PDH counter: -30; L major viab: 18

How did c1ccc(-c2nn3cnnc3c3ccccc23)cc1 do in these assays?
PMI act satM6P: 1.1; Diaphorase act: 1; PMI act: 1.2; RAM network inh: -0.1; Hsp70 activator: 1.1; Redox H2O2 prof: -1.9; Diaph inh CS: 1; TLR4 MyD88 comp: -9; G6PDH counter: 5; L major viab: -4; S1P3 antagonist: 15

Results for CCn1nc(C(=O)N2CCN(Cc3ccc4c(c3)OCO4)CC2)c2ccccc2c1=O ?
PMI act satM6P: 1; Diaphorase act: 1; PMI act: 0.9; RAM network inh: -0.1; Hsp70 activator: -0.1; Redox H2O2 prof: -0.9; Diaph inh CS: -2; TLR4 MyD88 comp: -12; G6PDH counter: 7; L major viab: -7; S1P3 antagonist: -4

What do the screens show for `CN(CC(=O)Nc1cccc(F)c1)C(=O)CCCc1cccs1`?
PMI act satM6P: 0.9; Diaphorase act: 0.8; PMI act: 0.9; RAM network inh: 0.9; Hsp70 activator: -0.2; Redox H2O2 prof: 0.5; Diaph inh CS: 24; TLR4 MyD88 comp: 2; G6PDH counter: 5; L major viab: -1; S1P3 antagonist: -1

How did CCNS(=O)(=O)c1cccc(C(=O)c2c(C)cc3ccccn23)c1 do in these assays?
PMI act satM6P: 1; Diaphorase act: 0.9; PMI act: 1; RAM network inh: 2.7; Hsp70 activator: -0.2; Redox H2O2 prof: 0.0; Diaph inh CS: 13; TLR4 MyD88 comp: 8; G6PDH counter: 4; L major viab: 0; S1P3 antagonist: -7

What do the screens show for `Cn1c(=O)[nH]c(=O)c2c1nc(SCC(O)CO)n2Cc1ccccc1Cl` (stereo not drawn)?
PMI act satM6P: 1; Diaphorase act: 0.9; PMI act: 1; RAM network inh: 2.1; Hsp70 activator: 0.1; Redox H2O2 prof: 1.9; Diaph inh CS: 10; TLR4 MyD88 comp: 8; G6PDH counter: -1; L major viab: 8; S1P3 antagonist: -17

What do the screens show for `COC(=O)c1ccc(NC(=O)c2cc(-c3ccccn3)nc3ccccc23)cc1`?
PMI act satM6P: 1; Diaphorase act: 1; PMI act: 0.9; RAM network inh: 3.7; Hsp70 activator: -0.2; Redox H2O2 prof: -0.6; Diaph inh CS: 4; TLR4 MyD88 comp: 5; G6PDH counter: 9; L major viab: -4; S1P3 antagonist: -14

How did CCOC(=O)N1CCN(S(=O)(=O)c2ccc(F)c(C(=O)Nc3cccc(C)c3C)c2)CC1 do in these assays?
PMI act satM6P: 0.8; Diaphorase act: 0.9; PMI act: 1; RAM network inh: 5.2; Hsp70 activator: 0.0; Redox H2O2 prof: -0.1; Diaph inh CS: 13; TLR4 MyD88 comp: 2; G6PDH counter: 10; L major viab: 5; S1P3 antagonist: -1

How did CC(C)(C)C(=O)NC(=S)NNC(=O)C(c1ccccc1)c1ccccc1 do in these assays?
PMI act satM6P: 1.1; Diaphorase act: 0.9; PMI act: 1.1; RAM network inh: 6.3; Hsp70 activator: 0.1; Redox H2O2 prof: 0.3; Diaph inh CS: 6; TLR4 MyD88 comp: 4; G6PDH counter: 9; L major viab: 4; S1P3 antagonist: 9

How did COc1ccc(OC)c(NC(=O)C(CCS(C)(=O)=O)NC(C)=O)c1 (stereo not drawn) do in these assays?
PMI act satM6P: 0.8; Diaphorase act: 0.8; PMI act: 0.8; RAM network inh: 1.1; Diaph inh CS: 18; G6PDH counter: 9; S1P3 antagonist: -2

Screening results from PubChem BioAssay.
